uPA surface inh = inhibitors of cell surface uPA generation; hit rate 0.31% among 330,000; AID 540303; Potency, µM (highest dose often 38.3 µM), for the others: at the top dose activity change, negative = inhibition, usual class: inhibitors; cell surface uPA generation assay, qHTS; active means well fitted inhibition curve with a large enough effect; inconclusive means small, poorly fitted or top-dose-only effect; inactive means no such curve, though single readings can be large or run the other way; tested in mouse RAW 264.7 cells; further: on the % scale 0 is the no-effect control and ±100 the full control effect; nearly all actives have a fitted effect of over 55% in size
ELG1 genotoxic = genotoxicity induction in ELG1-luciferase HEK293T cells | HEK293T ELG1-luciferase reporter, luminescence, 16 h | AID 504466 | hit rate 1.3% among 330,000 | Potency, µM (highest dose often 46 µM), for inactives: at the highest dose activity change, positive = activation, actives largely listed as activators; further: % of control where 0% means no effect; nearly all actives have a fitted effect of over 60% in size
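Genotoxic stress is detected as increased luminescence from luciferase-tagged ELG1 in HEK293T cells, measured with ONE-Glo after a 16 hr treatment at 37 °C.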
MBNL1-CUG inh = inhibitors of human MBNL1 binding to CUG repeat RNA | TR-FRET MBNL1-His/biotin-(CUG)12 binding, 665/545 ratio | Potency, µM (highest dose often 57.5 µM), for inactives: at the highest dose activity change, negative = inhibition, hits mostly inhibitors | hit rate 0.036% among 280,000 | AID 2675; active means well fitted inhibition curve with a large enough effect in the signal ratio, with a control signal flat, not every such curve was filed as active; inconclusive means small, poorly fitted or top-dose-only effect, or effect the other way, or a change in a side signal; inactive means no such curve, though single readings can be large or run the other way; the % refers to the signal ratio; further: on the % scale 0 is the no-effect control and ±100 the full control effect
Target sequence (Q9NR56 whole entry, looked up): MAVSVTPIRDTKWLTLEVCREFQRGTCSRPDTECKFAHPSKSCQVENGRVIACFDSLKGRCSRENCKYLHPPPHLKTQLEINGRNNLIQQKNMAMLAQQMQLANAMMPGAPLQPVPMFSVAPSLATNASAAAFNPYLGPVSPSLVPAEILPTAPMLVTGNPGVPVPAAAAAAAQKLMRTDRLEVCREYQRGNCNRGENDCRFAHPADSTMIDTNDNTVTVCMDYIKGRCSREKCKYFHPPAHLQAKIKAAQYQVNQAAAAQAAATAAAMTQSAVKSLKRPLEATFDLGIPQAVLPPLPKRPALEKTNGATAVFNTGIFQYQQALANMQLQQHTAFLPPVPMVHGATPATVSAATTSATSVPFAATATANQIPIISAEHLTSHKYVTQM
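MBNL1-His + Biotin-(CUG)12, cpd titration 92 nM–58 uM; Tb anti-His Ab 0.055 ng/ul, SA-XL665 5 nM (final); 60 min RT; ratiometric 665/545 nm, Ex 340 nm; normalized to buffer and full-complex controls.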
Gal4-VP16 FLuc = counter-screen for ROR gamma inhibitors: Gal4-VP16 reporter; Drosophila S2 Gal4-VP16 UAS-luciferase, luminescence, 20 h; Potency, µM (doses to about 53.6 µM), without a hit: top-dose activity, negative = inhibition, most hits filed as inhibitors; hit rate 3.5% among 310,000; AID 2546;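 further: Gal4-VP16 expression switched on by copper sulfate through the metallothionein promoter; on the % scale 0 is the no-effect control and ±100 the full control effect; nearly all actives have a fitted effect of over 50% in size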
p53 reactivation = re-activators of mutant p53. AID 504706. Potency, µM (highest dose often 92.2 µM), for the others: top-dose activity change, positive = activation, most hits filed as activators. H1299 p53-A138V BP100-luciferase reporter, luminescence, 24 h. hit rate 0.063% among 320,000; further: % of control where 0% means no effect; nearly all actives have a fitted effect of over 45% in size
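H1299 (p53-null), stable ts p53-A138V + BP100-Luc; 1000 cells/well, Opti-MEM/10% FBS; cpd 4 pt, 1:5; 24 h, 37 deg C, 5% CO2; detection reagent 10 min RT; luminescence.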
NPC1 prom act = NPC1 promoter activation; Huh7 NPC1 promoter luciferase reporter, 24 h; Potency, µM (titrated, usually from 9.22 µM), inactives show top-dose activation, usual class: activators; hit rate 2.4% among 320,000; AID 485313;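 further: % of control where 0% means no effect; nearly all actives have a fitted effect of over 60% in size; reporter is driven by a mutant NPC1 promoter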
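NPC1 promoter–luciferase Huh7 cells; 24 h compound; luminescence.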
RORgamma inh = blocks mouse ROR gamma transcriptional activity; Drosophila S2 Gal4-RORgamma UAS-luciferase reporter, 20 h; Potency, µM (titrated, usually from 53.6 µM), for inactives: at the top dose activity change, negative = inhibition, hits mostly inhibitors; hit rate 5.4% among 310,000; AID 2551; further: on the % scale 0 is the no-effect control and ±100 the full control effect; nearly all actives have a fitted effect of over 60% in size
Target sequence (P51450 whole entry, looked up, the tested form may be a part): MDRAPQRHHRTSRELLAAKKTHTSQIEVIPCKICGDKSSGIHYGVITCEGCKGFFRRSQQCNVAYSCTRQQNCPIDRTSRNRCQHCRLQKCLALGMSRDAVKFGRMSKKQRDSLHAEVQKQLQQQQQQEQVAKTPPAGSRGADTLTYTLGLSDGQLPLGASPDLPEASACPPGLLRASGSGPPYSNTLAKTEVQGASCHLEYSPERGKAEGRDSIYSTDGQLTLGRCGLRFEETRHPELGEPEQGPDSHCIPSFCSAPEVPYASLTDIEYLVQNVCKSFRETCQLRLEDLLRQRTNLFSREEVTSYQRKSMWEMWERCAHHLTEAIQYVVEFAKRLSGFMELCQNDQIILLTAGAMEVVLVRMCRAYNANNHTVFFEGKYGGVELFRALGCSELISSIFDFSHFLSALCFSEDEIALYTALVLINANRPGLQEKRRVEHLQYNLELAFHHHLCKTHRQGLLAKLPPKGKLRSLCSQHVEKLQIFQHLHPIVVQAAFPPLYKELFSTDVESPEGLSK
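Schneider cells (Drosophila), stable Gal4 DBD–ROR gamma + UAS-luc; 1 hr cmpd preincubation; Cu2+ induction 700 uM final; 20 hr ambient; luminescence.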
Rab9 promoter act = activators of Rab9 promoter. Potency, µM (top dose mostly 9.22 µM), without a hit: top-dose activation, negative = inhibition, most hits filed as activators. hit rate 2.8% among 320,000. AID 485297. Huh7 Rab9 promoter-luciferase reporter, luminescence, 24 h; further: % of control where 0% means no effect; nearly all actives have a fitted effect of over 60% in size
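Cell-based reporter: Huh7 stable for Rab9 promoter-driven luciferase, plated in reduced-serum medium with 10% FBS at 1500 cells/well, compound-treated 24 h at 37 °C, luminescence read after 10 min reagent.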
BRCA1 expr act = BRCA1 expression activation; MCF7-BRCA1-FFLuc reporter, luminescence, 48 h; response scale: scaled: vehicle 0%, 10 µM genistein 100%; Potency, µM (highest dose often 46.1 µM), without a hit: top-dose activation, actives largely listed as activators; hit rate 1.1% among 380,000; further: nearly all actives have a fitted effect of over 80% in size; some results filed as inactive show a strong effect at the top dose
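Compounds are tested at multiple concentrations on MCF7 BRCA1-luciferase reporter cells seeded at 2000 per well; after 48 h, a single luminescence end-point is taken and curves fitted to the normalized data.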
FLuc modulator = firefly luciferase modulation, counter-screen for miR-21 project; purified FLuc, Km substrates, luminescence inhibition; Potency, µM (titrated, usually from 57.5 µM), for inactives: at the highest dose activity change, negative = inhibition, most hits filed as inhibitors; hit rate 6.9% among 360,000; AID 588342;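 further: plate controls were vehicle for no effect and reference inhibitor for full effect; nearly all actives have a fitted effect of over 55% in size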
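Biochemical qHTS of compounds, final roughly 60 µM downward over six points, against 10 nM purified firefly luciferase using Km concentrations of substrates (10 uM D-luciferin, 10 uM ATP) in Tris acetate pH 7.5 buffer; luminescence output.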
Active calls of the source: *; ? = inconclusive; · = no result given; [ ] = remark or other dose. Unless noted, the call rests on the fitted dose curve; in most records, active means well fitted curve in the direction sought with a large enough effect; inconclusive means small, poorly fitted or top-dose-only effect, or another doubt; inactive means no such curve, though single readings can be large; an effect the other way counts as inactive or inconclusive. Potency means the concentration at half of the fitted maximal effect.

SMILES	uPA surface inh	ELG1 genotoxic	MBNL1-CUG inh	Gal4-VP16 FLuc	p53 reactivation	NPC1 prom act	RORgamma inh	Rab9 promoter act	BRCA1 expr act	FLuc modulator
O=C(Nc1ccc(F)cc1)Nc1cc(OCC(F)(F)F)cc(OCC(F)(F)F)c1	?	0.3%	-25.4%	6.31µM*	-0.8%	-15.5%	?	-20.5%	-66.4%	3.0%
CC(OC(=O)c1cccc(S(=O)(=O)N2CCOCC2)c1)C(=O)NC1CCCCC1C (stereo not given)	-5.5%	-3.8%	·	·	7.0%	0.4%	·	4.1%	-0.3%	-0.4%
CCOC(=O)N1CCN(S(=O)(=O)c2ccc(OCC)cc2)CC1	-14.4%	-4.6%	-2.4%	14.6%	6.0%	-1.4%	18.4%	0.8%	-17.3%	-1.2%
O=C1CC2(CCN(C(=O)c3cccc([N+](=O)[O-])c3)CC2)Oc2ccccc21	-1.6%	-14.5%	·	·	3.9%	7.1%	·	-2.1%	-6.3%	1.6%
CCN(CC(=O)NCc1cccs1)C(=O)c1cccc(S(=O)(=O)N2CC(C)OC(C)C2)c1 (stereo not given)	-0.5%	1.8%	·	·	-1.6%	·	·	·	0.5%	·
CCOC(=O)CN(C(=O)CSc1nnc2c(n1)[nH]c1ccccc12)c1ccccc1	1.9%	1.5%	15.0%	-16.1%	-1.5%	-4.9%	5.4%	0.9%	-28.0%	1.3%
C=CCOc1c(Br)cc(/C=N\n2nnnc2N)cc1OC	5.5%	-0.7%	5.2%	8.2%	1.0%	-2.1%	8.4%	1.8%	-10.6%	1.2%
COc1ccc(-n2c(C)nc3c(cnn3-c3ccc(C)cc3)c2=O)cc1	0.3%	-3.5%	7.8%	2.0%	-0.1%	0.3%	21.0%	-3.1%	-6.0%	3.3%
CCCCCCC(=O)Nc1nnc(CC)s1	0.0%	2.2%	?	8.5%	9.9%	-2.0%	-5.2%	4.7%	-34.7%	-4.5%
COc1ccccc1NC(=O)C1=C(C)Nc2ncnn2C1c1ccc(C)o1 (stereo not given)	-1.9%	-2.8%	?	-3.6%	-16.0%	2.6%	-6.0%	5.8%	-21.3%	-1.1%
COc1cc(N=Cc2c(CO)cnc(C)c2O)cc(OC)c1OC	22.4%	-2.7%	?	-1.5%	-7.3%	-3.6%	-22.6%	0.3%	-13.5%	8.9%
CCCN(CCC)C(=O)C[n+]1cccc(/C=N/O)c1	3.5%	-0.1%	4.3%	-1.3%	-2.2%	-1.2%	-16.8%	-4.2%	22.1%	14.8%
COc1ccc(-c2csc(NC(=O)c3c(C)noc3C)n2)cc1	13.7%	-1.2%	·	·	?	3.1%	·	0.0%	65.1%	?
CC(C)(CNC(=O)CCC1CCCC1)CNC(=O)CCC1CCCC1	6.9%	-8.0%	-1.7%	22.8%	-10.5%	0.6%	19.1%	-0.6%	0.8%	-0.2%
Cc1nn(-c2ccccc2Cl)c2sc(C(=O)Nc3nnc(C4CC4)s3)cc12	-0.5%	?	-2.9%	-11.8%	-6.0%	-0.6%	-8.9%	-6.2%	-12.8%	-1.2%
O=C1CC(NCc2cccs2)C(=O)N1c1ccc(Cl)cc1 (stereo not given)	1.5%	2.1%	-22.3%	-15.9%	-2.0%	2.7%	-6.0%	-2.0%	-19.2%	-2.3%
COc1ccc([N+](=O)[O-])cc1NC1C2CC3CC(C2)CC1C3 (stereo not given)	-0.3%	4.4%	3.7%	-2.6%	9.2%	0.8%	-6.5%	1.5%	3.0%	2.2%
Cc1ccccc1Cn1cc(NC(=O)CSc2nc3c(c(C(F)(F)F)n2)CCc2ccccc2-3)cn1	·	0.4%	-1.3%	-3.7%	-0.6%	-2.2%	10.6%	-3.1%	-1.9%	2.1%
COc1ccc(NC(=O)CSc2nnc(C3CC3)n2C)cc1S(=O)(=O)N1CCOCC1	8.1%	-4.5%	·	·	0.1%	2.3%	·	-2.1%	0.1%	1.1%
CC(C)NC(=O)c1nn2c(C(F)(F)F)cc(-c3ccco3)nc2c1Cl	-4.0%	-1.2%	-4.3%	-8.3%	4.8%	-4.7%	-11.3%	2.8%	10.0%	1.4%
Cc1ccc(COc2ccc(/C=N/NC(=O)CN3CCCCC3)cc2)cc1	·	29.3%	10.2%	-4.6%	18.1%	7.0%	?	14.2%	?	-13.2%
Cc1oc(-c2ccccc2)nc1CS(=O)CC(=O)O (stereo not given)	-9.7%	0.8%	-6.9%	-9.3%	-0.1%	-3.8%	-15.4%	2.0%	-15.7%	2.9%
COCC(C)NC(=O)/C=C/c1ccc(OC)cc1 (stereo not given)	-21.1%	6.7%	4.0%	-13.7%	2.2%	1.5%	-13.3%	0.7%	63.0%	?
Cc1cc(NC(=O)NC(=O)c2ccccc2)no1	3.5%	14.6µM*	-2.0%	25.8%	15.1%	3.98µM*	2.9%	2.51µM*	5.01µM*	?
CCOC(=O)/C(C#N)=C/c1cc(C)n(-c2ccc(C)cc2)c1C	1.1%	1.84µM*	-9.0%	-8.0%	?	2.82µM*	16.0%	1µM*	?	2.39µM*
(cont.)
SMILES	uPA surface inh	ELG1 genotoxic	MBNL1-CUG inh	Gal4-VP16 FLuc	p53 reactivation	NPC1 prom act	RORgamma inh	Rab9 promoter act	BRCA1 expr act	FLuc modulator
CCOc1ccc(S(=O)(=O)NNC(=O)c2cc3ccccc3o2)cc1	9.2%	-2.0%	·	0.2%	-3.7%	-4.4%	-6.0%[10 µM]	-2.8%	-37.7%	-0.6%
COc1ccc(-c2nc(NC(C)=O)sc2-c2ccccc2)cc1	0.7%	-2.0%	319.0%[activator]	-2.2%	-6.9%	1.4%	-1.8%	-3.0%	-47.3%	-8.8%
Cc1nnc(NC(=O)CCNC(=O)c2ccccc2Cl)s1	4.1%	12.3%	-6.4%	-1.8%	0.6%	-6.5%	-16.5%	-5.5%	3.1%	-1.8%
CSCC[C@H](NC(=O)NCCc1ccc(F)cc1)C(=O)O	-1.2%	3.2%	-9.7%	9.2%	5.0%	-1.6%	10.5%	16.9%	15.5%	4.9%
Cc1nnc(SCC(=O)N2c3ccccc3C(C)(c3ccc(Cl)cc3)CC2(C)C)s1 (stereo not given)	-8.3%	-1.0%	0.9%	-17.9%	-5.3%	-3.4%	14.9%	-2.1%	-84.7%	2.1%
CCOC(=O)C1CCCN(CC(=O)NC2CC2)C1 (stereo not given)	10.4%	-2.2%	13.7%	5.5%	-2.5%	8.2%	26.0%[10 µM]	-2.7%	4.5%	-0.5%
O=C(Cn1[nH]c(=O)c2ccccc2c1=O)OCC(=O)c1ccccc1	-2.2%	2.3%	·	·	7.2%	-0.5%	·	-1.2%	7.9%	?
COc1ccc(NC(=O)NC[C@@H]2CC[C@@H](Cc3ccc(-c4ccccc4)cc3)O2)cc1	-18.3%	-0.6%	·	·	?	·	·	·	29.5%	·
COc1ccc(C2C3=C(CC(C)(C)CC3=O)N(CCN3CCOCC3)C3=C2C(=O)CC(C)(C)C3)cc1	-12.0%	-1.5%	0.9%	4.8%	-0.4%	5.2%	-2.5%	-3.0%	-21.5%	-0.3%
CCOC(=O)CSc1nc(C)c(Oc2ccc(Cl)cc2Cl)c(=O)[nH]1	-0.5%	-1.0%	-4.9%	-9.5%	-2.9%	-3.4%	27.6%	0.2%	-24.4%	5.3%
COc1cc2c(cc1OC)C1Cc3ccc(OC)c(OC)c3C[N+]1([O-])CC2 (stereo not given)	3.1%	4.0%	-0.6%	-16.2%	4.0%	-5.9%	-22.0%	-12.9%	6.0%	1.0%
O=C(OCC(=O)N1CCN(C(=O)c2ccco2)CC1)c1cncc(Br)c1	-4.1%	2.1%	·	·	-6.2%	-4.0%	·	-4.1%	1.5%	-0.9%
COc1ccc2c(c1OC)C(=O)N1C(C(=O)O)Cc3c([nH]c4ccccc34)C21 (stereo not given)	-4.8%	-0.5%	?	-0.1%	2.6%	1.8%	?	7.9%	-61.0%	-15.7%
CC1=C(C(=O)OCc2ccccc2)C(/C=C/c2ccccc2)N2C(=O)CCSC2=N1 (stereo not given)	2.6%	1.7%	·	-1.3%	-0.4%	-0.2%	-4.5%	-4.3%	-61.8%	0.8%
CCOc1cc(N2CCOCC2)c(OCC)cc1NC(=O)CN1C(=O)C2CC=CCC2C1=O (stereo not given)	-3.6%	1.7%	-0.2%	2.9%	-2.8%	0.2%	-3.2%	3.5%	1.7%	-3.6%
Cc1ccc(N/N=C2/CCCNC2=O)cc1	-6.6%	6.8%	6.9%	5.2%	19.5%	3.3%	-6.9%	6.0%	-14.2%	?
O=C(CCNS(=O)(=O)c1ccc(OC(F)(F)F)cc1)N1CCCC1	0.0%	-1.1%	·	·	-2.7%	-5.8%	·	-4.4%	-23.3%	-0.2%
COc1ccccc1CNc1ccc(N2CCOCC2)c(C(=O)O)c1	1.4%	0.0%	-2.1%	2.0%	-0.9%	-1.0%	-23.7%	6.9%	2.6%[1.84 µM]	-1.3%
Cc1cc(-c2nnc3n2N=C(c2ccc(F)cc2)CS3)n[nH]1	-1.7%	?	-7.3%	18.4%	-5.1%	-1.1%	2.4%	5.7%	-0.2%	4.5%

Screening results (PubChem BioAssay)
